Screening results (PubChem)
IDE cell inh = inhibitors of human insulin-degrading enzyme in cells. 0.41% of 320,000 active. P14735. inhibition, % at 5.59 µM. HEK cells, FAbetaB cleavage, fluorescence polarization. AID 434962;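 active = percent inhibition above the average of all tested compounds plus 3 SD, set per screening campaign, cut at about 16% in these data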;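 also: IDE supplied by intact live HEK cells; FP after avidin binding of uncleaved biotin substrate so inhibition keeps polarization high; 0% = DMSO wells and 100% = 60 µM reference IDE inhibitor Ii1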
Target sequence (P14735 whole entry, looked up): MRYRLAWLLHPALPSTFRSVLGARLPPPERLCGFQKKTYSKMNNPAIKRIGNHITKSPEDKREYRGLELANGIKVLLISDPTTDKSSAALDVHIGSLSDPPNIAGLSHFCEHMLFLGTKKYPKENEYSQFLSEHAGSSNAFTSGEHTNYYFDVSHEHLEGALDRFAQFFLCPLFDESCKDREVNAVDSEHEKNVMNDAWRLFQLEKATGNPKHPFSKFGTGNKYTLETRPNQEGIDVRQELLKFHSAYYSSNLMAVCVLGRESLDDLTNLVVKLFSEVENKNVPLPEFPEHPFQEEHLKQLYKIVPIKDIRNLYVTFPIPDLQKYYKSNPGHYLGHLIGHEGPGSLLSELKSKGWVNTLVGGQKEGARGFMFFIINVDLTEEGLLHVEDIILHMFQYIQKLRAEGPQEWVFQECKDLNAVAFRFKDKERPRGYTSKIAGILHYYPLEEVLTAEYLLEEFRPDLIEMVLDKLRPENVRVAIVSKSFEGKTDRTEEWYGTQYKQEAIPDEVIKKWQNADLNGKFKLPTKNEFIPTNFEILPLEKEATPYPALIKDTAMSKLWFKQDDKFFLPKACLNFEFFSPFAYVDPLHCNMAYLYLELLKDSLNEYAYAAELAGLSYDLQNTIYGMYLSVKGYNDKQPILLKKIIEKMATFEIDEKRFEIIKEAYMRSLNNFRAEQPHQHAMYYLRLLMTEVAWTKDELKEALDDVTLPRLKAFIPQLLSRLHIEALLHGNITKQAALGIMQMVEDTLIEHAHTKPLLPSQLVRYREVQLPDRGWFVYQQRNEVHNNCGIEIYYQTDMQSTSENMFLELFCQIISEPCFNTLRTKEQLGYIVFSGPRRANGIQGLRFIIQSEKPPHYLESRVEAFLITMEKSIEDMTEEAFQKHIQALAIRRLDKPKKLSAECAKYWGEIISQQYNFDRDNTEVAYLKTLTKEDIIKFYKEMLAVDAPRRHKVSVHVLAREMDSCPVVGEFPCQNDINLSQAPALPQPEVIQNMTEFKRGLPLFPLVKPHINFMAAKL
pCIP destab = lowers stability of the mouse p/CIP coactivator protein; Q05BA5; F442A p/CIP-EGFP cells, EGFP fluorescence, 16 h; decrease of EGFP signal, % at 10 µM; 0.01% of 290,000 active; AID 1984;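 active = EGFP signal decrease of at least 30% at 10 µM or well 3 SD below plate mean, unless failing retest; inactive = the rest, including hits failing retest or dose response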; also: some compounds called inactive have numbers as strong as hits; many of its hits are not listed in these tables
MEKK2mut PB1 HTS = signal of MEK5 binding to mutant human MEKK2 PB1 domain. bead flow cytometry, Alexa488-MEK5 binding to MEKK2 mutant. percent response, % at 10 µM. 0.35% of 290,000 active. AID 1530; in the data active = percent response above about 24%, passing the limit was not always enough; also: inactives centre near 1; some results filed as inactive read as strong as hits; reference of the scale not given here
MEKK2 WT-MEK5 = raises or lowers MEK5 binding to wildtype human MEKK2 PB1 domain | AID 1531 | bead flow cytometry, Alexa488-MEK5 binding to MEKK2 WT; actives lie on both sides | 1.1% of 290,000 active | Q9Y2U5 | binding response (% of control), % at 10 µM; in the data active = binding response below about 67% or above about 130%
UBC9 SUMO inh = SUMOylation inhibition. 0.36% of 290,000 active. HTRF SUMOylation assay, SAE1/SAE2 + UBC9, in vitro. inhibition, % at 35 µM; in the data active = inhibition above about 50%, passing the limit was not always enough; also: strong numbers were not always called active
IDE cell activ = IDE (human) activation, cell-based; 0.073% of 340,000 active; HEK cells, FAbeta-B cleavage, fluorescence polarization; 0% vehicle, 100% cell-free pure enzyme wells; activation, % at 5.96 µM;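 active = activation above the mean of all tested compounds plus 3 SD, set per screening campaign, cut at about 17% in these data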
NALP1 inh = blocks the NALP1 inflammasome reconstituted in yeast | S. cerevisiae NALP1/ASC/caspase-1 growth, X-gal OD620, 72 h | inhibition, % at 10 µM | 0.61% of 280,000 active | AID 2071; in the data active = inhibition mostly above about 24%, no sharp cut-off; inactive = mostly below about 32%; also: some compounds called inactive have numbers as strong as hits
M18AAP inhibitor = PfM18AAP enzyme inhibition; AID 1822; inhibition, % at 7.35 µM; recombinant PfM18AAP, H-Glu-NHMec fluorogenic cleavage; 1.2% of 290,000 active;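 active = inhibition above the campaign mean inhibition over all tested compounds plus 3 SD, cut at about 28% in these data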;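 also: 0% = plate median of test compound wells and 100% = 2 mM ZnCl2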
MEKK3 PB1 HTS = MEKK3-MEK5 PB1 interaction, increase or decrease; 1.4% of 290,000 active; AID 1529; binding response (% of control), % at 10 µM; bead-based flow cytometry, Alexa488-MEK5 binding to MEKK3; actives lie on both sides; 0 = blocked by unlabeled MEK5, 100 = vehicle; Q99759;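 active = binding response more than 3 SD above or below the average of its plate-row segment, actives on both sides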;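 also: Alexa488 bead fluorescence after subtracting the streptavidin-only scavenger bead signal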
Active calls of the source: *; . = no result given. Not all compounds are listed (hit frequency here may not be typical).

SMILES	IDE cell inh	pCIP destab	MEKK2mut PB1 HTS	MEKK2 WT-MEK5	UBC9 SUMO inh	IDE cell activ	NALP1 inh	M18AAP inhibitor	MEKK3 PB1 HTS
Cc1ccc[n+](CC(=O)Nc2cccc([N+](=O)[O-])c2)c1	-6	12	-11	79	-17	0	11	-2	85
CCOc1ccc(C(=O)C(C)=O)c(OCC)c1	7	-9	5	105	-10	.	5	-13	92
O=C(O)CCc1ccc(S(=O)(=O)NCCc2ccccc2)cc1	-3	-2	-5	97	16	3	-8	4	95
COc1cc2[nH]c(Cl)c([N+](=O)[O-])c2cc1OC	1	4	4	101	-1	3	.	11	102
CS(=O)(=O)c1cccc(C(=O)Nc2ccccc2Cc2ccccc2)c1	2	-3	-4	94	-3	-1	-2	-1	99
O=C(COC(=O)c1c[nH]c(=O)[nH]c1=O)Nc1ccccc1F	8	-22	0	101	4	-1	2	3	102
CCOC(=O)CC(=O)Nc1c(C)cc(C)cc1C	2	-10	4	105	-13	4	8	-4	101
Cn1cc(CC(=O)NCCCN2CCCC2=O)c2ccccc21	-2	-18	-1	94	15	9	-3	.	96
Cc1csc(NC(=O)c2cncc(Br)c2)n1	-4	-1	-7	92	16	2	10	10	95
O=C(O)CCN(CCC(=O)O)S(=O)(=O)c1ccccc1	-1	-6	2	102	-7	-2	7	1	98
Cn1c(OCc2ccc3c(c2)OCO3)nc2c1c(=O)n(Cc1cccc(Cl)c1)c(=O)n2C	3	.	9	108	.	1	.	2	120
COc1ccc(C(=O)Nc2ccc(C(=O)Nc3nccs3)cc2)cc1[N+](=O)[O-]	2	-12	20	107	-11	1	30	-4	104
O=C(O)COc1cccc(NC(=O)C2CCCO2)c1 (stereo unspecified)	9	-5	5	107	21	1	4	-9	99
CC(C)(C)C(=O)Nc1ccc(C(=O)N/N=C/c2ccccc2OC(=O)c2ccc(Cl)cc2)cc1	2	-4	0	100	0	1	8	-1	101
COC(=O)c1[nH]c2cccc(OC)c2c1NC(=O)CCN1CCC(C(N)=O)CC1	-4	-1	3	98	11	.	-13	4	101
O=S(=O)(Nc1ccncc1)c1ccc(Cl)c(Cl)c1	2	1	5	109	9	6	10	0	113
O=c1c2ccccc2c(C=NC2CCS(=O)(=O)C2)c(O)n1-c1ccccc1 (stereo unspecified)	3	-1	1	101	13	5	1	-3	100
O=C(COc1ccc(Cl)cc1)NCCN1CCCC1	-1	-22	1	110	-3	5	4	-1	102
CC1(CC(=O)O)C(=O)N=C2C=CC=CN21 (stereo unspecified)	.	2	5	103	-10	10	13	-1	103
CCOC(=O)c1nc(NCc2cccnc2)c2ccccc2n1	1	-1	0	98	-4	-4	24	-9	97
Cc1ccc(OCCN2CCCC2)cc1	-1	4	1	100	5	-1	.	5	100
OC(CNCc1ccccc1Cl)C(F)(F)F (stereo unspecified)	4	3	0	99	23	9	-3	4	105
Cc1cccc(C)c1N1CCN(S(=O)(=O)c2ccccc2)CC1	-1	3	4	105	5	1	22	-1	104
COc1ccc(-n2nc(C(=O)O)c3ccccc3c2=O)c(OC)c1	3	1	-3	94	14	-1	7	-2	90
CN(C)c1ccnc(Oc2ccc(F)cc2)c1C#N	2	-10	2	107	16	-5	8	-11	107

2 of the compounds above, as comma-separated lines.
Structure,IDE cell inh,pCIP destab,MEKK2mut PB1 HTS,MEKK2 WT-MEK5,UBC9 SUMO inh,IDE cell activ,NALP1 inh,M18AAP inhibitor,MEKK3 PB1 HTS
COc1cc2[nH]c(Cl)c([N+](=O)[O-])c2cc1OC,1,4,4,101,-1,3,.,11,102
CS(=O)(=O)c1cccc(C(=O)Nc2ccccc2Cc2ccccc2)c1,2,-3,-4,94,-3,-1,-2,-1,99

Following part.
SMILES	IDE cell inh	pCIP destab	MEKK2mut PB1 HTS	MEKK2 WT-MEK5	UBC9 SUMO inh	IDE cell activ	NALP1 inh	M18AAP inhibitor	MEKK3 PB1 HTS
CCCn1c2ccccc2c2nnc(SC(CC)C(=O)Nc3sc4c(c3C#N)CCCC4)nc21 (stereo unspecified)	1	0	1	107	10	4	14	12	107
CCn1nccc1C(=O)Nc1cccc(C)c1C	-2	1	-4	97	5	1	24	1	101
COc1ccc(CN2CCCCC2C(=O)Nc2ccc(OC)c(OC)c2)cc1OC (stereo unspecified)	2	-12	0	96	20	3	14	1	95
N#Cc1sc(NCc2ccccn2)nc1Cl	2	-5	1	96	15	-4	0	1	95
COC(=O)CSc1nc(NC#N)nc(NC(C)C)n1	4	6	0	99	8	-2	6	-2	103
CCC(C)n1cnc2c(c1=O)c1nc3ccccc3nc1n2Cc1ccccc1OC (stereo unspecified)	0	-4	2	96	6	3	6	1	105
Cc1cccc(NC(=O)N2CCCC2C(=O)NCc2ccccc2)c1 (stereo unspecified)	2	-3	4	104	8	4	19	3	100
COCCN1C(=O)c2ccc(C(=O)Nc3cccnc3)cc2C1=O	0	9	-5	99	4	5	14	2	101
NNC(=O)CN1C(CN2CCOCC2)=Nc2ccc(Br)cc2C1c1ccccc1 (stereo unspecified)	-3	1	-1	97	-17	2	-10	8	91
O=C(Cn1c(NCCO)nc2ccccc21)NCCc1ccc(F)cc1	-3	-5	2	103	13	6	14	3	100
Cc1ccc(NC(=O)c2cc(N(C)C)ccc2[P+](=O)O)cc1	-1	5	3	99	-1	1	12	6	106
CCC1C(=O)CC(c2ccc([N+](=O)[O-])cc2)NC1c1ccc([N+](=O)[O-])cc1 (stereo unspecified)	1	-7	0	100	16	-1	15	-3	104
CC(=O)c1ccc(CCCC(=O)O)cc1	2	5	1	99	-6	3	1	1	105
CCC1CCCCN1C(=O)CSc1nnc(-c2ccc(Cl)cc2)o1 (stereo unspecified)	5	-20	1	98	10	-10	14	-2	99
CCCCn1c(CN2CCN(C(=O)OCC)CC2)nc2c1c(=O)[nH]c(=O)n2C	-1	2	3	95	8	1	5	-7	91
CC(=O)Nc1ccc(C(=O)N2CCN(C(=O)c3ccco3)CC2)cc1	2	-4	3	106	-4	1	20	-3	102
Cc1cc(C)cc(N(CC(=O)Nc2cccc(C)c2C)S(=O)(=O)c2c(C)[nH]c(=O)[nH]c2=O)c1	0	0	2	100	5	4	29	-4	102
CCC(C)[C@H](NC(=O)N1CC(=O)Nc2ccccc21)C(=O)N[C@@H](Cc1c[nH]c2ccccc12)C(=O)O (stereo partly specified)	-1	-6	3	102	0	-1	9	4	102
O=C(CSc1cccc2cccc(Cl)c12)NC1=NCCS1	7	8	.	.	18	-2	-8	3	.
O=C(c1sc2ccccc2c1Cl)N1CCN(c2ccccn2)CC1	-6	7	1	104	2	2	6	1	95
CC1(C)Cc2ccccc2C(=NCCCCCC(=O)O)N1	.	6	1	92	-24	.	-6	0	88
CSc1nnc(-c2ccccc2N=Cc2c(C)[nH]n(-c3ccc4ccccc4c3)c2=O)c(=O)[nH]1	3	-10	4	101	23	-4	1	9	104
O=C(COc1ccccc1)NS(=O)(=O)c1ccccc1	-3	-5	0	100	1	1	4	2	102
COc1cc2c(cc1NC(=O)CN1CCN(S(=O)(=O)c3ccc(F)cc3)CC1)oc1ccccc12	-2	2	-2	96	27	2	0	-17	90
COc1ccc([N+](=O)[O-])cc1N(CC(=O)NCc1ccco1)S(C)(=O)=O	1	-2	1	105	1	1	1	-1	103
Next entries follow.
SMILES	IDE cell inh	pCIP destab	MEKK2mut PB1 HTS	MEKK2 WT-MEK5	UBC9 SUMO inh	IDE cell activ	NALP1 inh	M18AAP inhibitor	MEKK3 PB1 HTS
CCn1c(SCCN2CCCCC2)nnc1-c1ccc(S(=O)(=O)N2CCOCC2)cc1	-3	-15	3	104	13	-4	18	17	117
CCc1cccc(OCC(=O)Nc2c[nH]c(=O)[nH]c2=O)c1	-1	-3	-3	92	8	-5	-1	-7	100
O=[N+]([O-])c1cc(C(F)(F)F)cc([N+](=O)[O-])c1NCCCN1CCOCC1	4	3	3	103	17	4	15	-9	104
COc1ccc(C(=O)NC(=O)Nc2ncccc2C)cc1	0	-8	-4	95	10	5	1	-1	96
OC1c2cc(Br)ccc2N=C2CCCN21 (stereo unspecified)	2	1	8	105	9	-1	28	5	100
CC(=O)Nc1cc[n+](CC(=O)c2ccc(Cl)cc2)cc1	-2	2	-8	96	18	.	2	-18	96
COC(=O)CCCC1=CC2=C(c3ccccc3)C(=O)C(C)(OC(=O)C3CCCC3)C(=O)C2=CN1CC1CC1 (stereo unspecified)	4	-4	7	102	19	-6	7	.	80
CC(=O)Nc1ccc(Nc2ncc([N+](=O)[O-])c(Nc3ccc(NC(C)=O)cc3)n2)cc1	2	-10	.	.	9	6	20	5	.
O=C(NCC(c1cccs1)N1CCOCC1)c1ccco1 (stereo unspecified)	-3	11	-3	95	-13	5	12	-1	100
COc1cc2nc(NC(=O)c3ccc(Cl)cc3)[nH]c(=O)c2cc1OC	-2	-18	-2	98	19	-2	28	-2	95
CCCC[n+]1c(-c2ccc(Cl)cc2Cl)csc1Nc1ccccc1	-1	4	21	119	-20	-2	12	5	110
CCCc1nc(NCCCOCC)c2nnn(Cc3ccccc3)c2n1	-2	-14	4	110	-1	5	9	4	110
COc1cccc([C@@H]2Oc3ccc(OC)cc3C(=O)[C@H]2O)c1	2	-8	2	95	16	-1	36	3	95
CCOC(=O)COn1c(-c2cccc(Cl)c2)nc2ccc([N+](=O)[O-])cc21	5	9	-2	97	3	-3	-1	1	96

Fetched by structure from above, 4 records:
SMILES	IDE cell inh	pCIP destab	MEKK2mut PB1 HTS	MEKK2 WT-MEK5	UBC9 SUMO inh	IDE cell activ	NALP1 inh	M18AAP inhibitor	MEKK3 PB1 HTS
CCOC(=O)COn1c(-c2cccc(Cl)c2)nc2ccc([N+](=O)[O-])cc21	5	9	-2	97	3	-3	-1	1	96
COc1ccc(C(=O)NC(=O)Nc2ncccc2C)cc1	0	-8	-4	95	10	5	1	-1	96
OC1c2cc(Br)ccc2N=C2CCCN21 (stereo unspecified)	2	1	8	105	9	-1	28	5	100
O=[N+]([O-])c1cc(C(F)(F)F)cc([N+](=O)[O-])c1NCCCN1CCOCC1	4	3	3	103	17	4	15	-9	104

5 compounds out of the list above, ordered by their value in UBC9 SUMO inh, lowest first:
SMILES	IDE cell inh	pCIP destab	MEKK2mut PB1 HTS	MEKK2 WT-MEK5	UBC9 SUMO inh	IDE cell activ	NALP1 inh	M18AAP inhibitor	MEKK3 PB1 HTS
CCOc1ccc(C(=O)C(C)=O)c(OCC)c1	7	-9	5	105	-10	.	5	-13	92
COc1cc2[nH]c(Cl)c([N+](=O)[O-])c2cc1OC	1	4	4	101	-1	3	.	11	102
CCC(C)[C@H](NC(=O)N1CC(=O)Nc2ccccc21)C(=O)N[C@@H](Cc1c[nH]c2ccccc12)C(=O)O (stereo partly specified)	-1	-6	3	102	0	-1	9	4	102
CCn1c(SCCN2CCCCC2)nnc1-c1ccc(S(=O)(=O)N2CCOCC2)cc1	-3	-15	3	104	13	-4	18	17	117
O=C(CSc1cccc2cccc(Cl)c12)NC1=NCCS1	7	8	.	.	18	-2	-8	3	.
